SR-BI uptake up = activators of SR-BI mediated HDL lipid uptake; CHO ldlA[mSR-BI] cells, DiI-HDL uptake fluorescence, 3 h; 100 = double the neutral-control signal; activation, % at 12.5 µM; 320,000 compounds, 0.096% hits; AID 504775;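 active = mean replicate activation of at least 60% and every replicate at or above 60%; inconclusive = mean or all-replicate condition met, but not both; inactive = mean below 60% and not all replicates reaching 60%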;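 also: 0% = median plate neutral-control signal and 100% = twice that signal; values of inactives mirror those of a sister screen read the other way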
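Assay system: LDL receptor-deficient CHO ldlA cells overexpressing murine SR-BI / Medium: BSA-supplemented, HEPES-buffered Ham's F12, pH 7.4 / Probe or stimulus: DiI-labelled HDL at 10 µg/mL final / Timing: compound with DiI-HDL co-incubation, 3 h at 37 °C / Technique: bottom-read cell fluorescence after medium removal, ex 550/em 595 nm / Measure: HDL uptake via cellular fluorescence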
Tat export inh = inhibitors of E. coli Tat protein transport. E. coli MC4100 TorA-mCherry Tat export, fluorescence. AID 488895. 340,000 compounds, 0.036% hits. inhibition, % at 10 µM;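 active = mean replicate inhibition at least 50% and at least half of replicates individually reaching 50%; inconclusive = only one of the two criteria met; inactive = neither criterion met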;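 also: exported cargo escapes ClpAP degradation while cytoplasmic cargo is degraded and loses fluorescence; 0% = median of neutral control wells and 100% = median of NaSCN control wells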
CAL PDZ FP-1 = inhibitors of human CAL PDZ peptide binding; Q9HD26; purified CAL PDZ, TMR-peptide fluorescence polarization, 1 h; inhibition, % at 20 µM; 330,000 compounds, 0.02% hits; AID 504414;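 active = highest replicate inhibition of at least 40%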;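 also: plate controls were DMSO neutral control wells for no effect and unlabeled competitor peptide control wells for full effect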
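Material – purified CerCALP PDZ construct · Detection – FP readout, S and P plane fluorescence · Measure – percent inhibition from loss of millipolarization · Controls – unlabelled peptide for full inhibition, DMSO wells as neutral · Probe or stimulus – TMR-labelled reporter peptide T*-PRC34 bound in PDZ groove · Times – 1 h at RT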
CAL PDZ FP-2 = inhibitors of human CAL PDZ peptide binding; purified CAL PDZ, TMR-peptide fluorescence polarization, 1 h; AID 602252; 300,000 compounds, 0.92% hits; Q9HD26; inhibition, % at 24.9 µM;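 active = mean inhibition of at least 30% with at least half of replicates also reaching 30%; inconclusive = no clear call, values can overlap the other calls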;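 also: 0% = DMSO neutral control and 100% = excess unlabeled competitor peptide PRC23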
Ecoli viability = bacterial growth inhibition, counter-screen for AddAB inhibitors; 330,000 compounds, 0.27% hits; inhibition, % at 11.9 µM; E. coli V3065 growth, OD600 absorbance, 18 h; AID 449728;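 active = inhibition above the campaign's mean inhibition across all tested compounds plus 3 SD, cut at about 9.9% in these data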;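 also: uninfected addAB+ strain grown without phage in ampicillin broth; 0% = DMSO wells and 100% = ciprofloxacin 0.95 µg/ml wells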
Wnt act = Wnt/beta-catenin pathway activation. Wnt/beta-catenin reporter cell assay, activator, plate reader. activation, % at 9.35 µM. 300,000 compounds, 1.2% hits; in the data active = activation above about 30%, passing the limit was not always enough; inconclusive = no clear call, values can overlap the other calls;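 also: 0% = neutral control wells and 100% = positive control wells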
phage Ecoli inh = E. coli growth loss with phage present | growth absorbance | inhibition, % at 11.9 µM | 360,000 compounds, 0.26% hits | AID 651602; in the data active = inhibition above about 11%
SR-BI HDL uptake = blocks mouse SR-BI lipid uptake from DiI-HDL | ldlA[mSR-BI] CHO cells, DiI-HDL uptake fluorescence, 3 h | inhibition, % at 12.5 µM | 320,000 compounds, 0.96% hits | AID 488896;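 active = mean replicate inhibition of at least 70% and a set share of replicates each scoring 70 or more; inconclusive = meets just one of the two criteria; inactive = fails both criteria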;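 also: 0% = median of neutral control wells and 100% = median of positive control wells; values of inactives mirror those of a sister screen read the other way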
Target sequence (Q61009 whole entry, looked up): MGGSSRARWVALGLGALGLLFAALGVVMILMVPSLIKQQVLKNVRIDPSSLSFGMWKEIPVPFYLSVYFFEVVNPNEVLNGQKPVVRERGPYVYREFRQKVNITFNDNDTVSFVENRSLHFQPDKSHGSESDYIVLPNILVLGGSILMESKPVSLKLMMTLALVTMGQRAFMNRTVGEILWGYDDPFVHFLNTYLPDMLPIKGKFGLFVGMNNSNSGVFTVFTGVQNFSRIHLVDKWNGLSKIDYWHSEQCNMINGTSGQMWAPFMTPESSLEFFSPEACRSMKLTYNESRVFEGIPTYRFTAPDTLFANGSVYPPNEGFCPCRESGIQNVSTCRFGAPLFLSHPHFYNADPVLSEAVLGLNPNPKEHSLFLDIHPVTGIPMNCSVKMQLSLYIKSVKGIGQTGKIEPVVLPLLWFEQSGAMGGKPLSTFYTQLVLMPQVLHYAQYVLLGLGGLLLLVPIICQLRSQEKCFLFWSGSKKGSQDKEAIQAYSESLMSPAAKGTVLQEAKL
AddAB inh = less growth of phage-infected E. coli with AddAB. 330,000 compounds, 0.29% hits. E. coli expressing H. pylori AddAB, absorbance growth. AID 435030. inhibition, % at 11.9 µM; in the data active = inhibition above about 12%;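 also: 0% = vehicle wells of infected cells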
MITF act = increases MITF-driven TRPM1 promoter luciferase signal; SK-MEL-5 TRPM1-promoter luciferase, 24 h; % of positive control, neutral wells = 0; activation, % at 12.5 µM; 300,000 compounds, 0.75% hits;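 active = mean activation of at least 80% with every replicate also reaching 80%; inconclusive = mean reaches 80% but some replicate falls short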;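 also: 0% = neutral control wells and 100% = parthenolide positive control wells; values of inactives mirror those of a sister screen read the other way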
The depositor's hits bear a star; ? = inconclusive; / = not tested or not shown.

SMILES	SR-BI uptake up	Tat export inh	CAL PDZ FP-1	CAL PDZ FP-2	Ecoli viability	Wnt act	phage Ecoli inh	SR-BI HDL uptake	AddAB inh	MITF act
COC(=O)CN(n1cnnc1)S(=O)(=O)c1ccc(C)cc1	7	-2	-0.5	1	3.3	0	5.9	-7	4.1	-5
CN(C(=S)NC(=O)c1ccccc1Br)C1CCCCC1	8	14	-1.0	-3	0.6	0	/	-8	2.8	-3
COc1ccc(CCNC(=O)C2CCCN(c3ncccn3)C2)cc1 (centres undefined)	-2	-1	-0.2	2	2.9	-1	3.9	2	2.8	3
O=S(=O)(/N=C(/Sc1ccccc1)c1ccccc1)c1ccccc1	16	-6	0.0	0	-1.3	/	2.6	-16	4.6	-64
Cc1csc(NC(=O)c2cc3c(C)nn(Cc4ccccc4Cl)c3s2)n1	-56	-4	-1.8	-3	-2.8	/	0.6	56	3.5	7
CN(Cc1ccccc1)C(=O)c1ccccc1NC(=O)c1ccco1	6	-3	0.5	-1	-1.3	/	2.2	-6	1.9	5
Cc1nn2c(nc1=O)SCC(c1ccccc1)=N2	-5	-1	-1.8	-1	-2.9	11	4.8	5	1.9	10
Cc1cc(=O)oc(C)c1C(=O)OC(C(=O)c1ccccc1)c1ccccc1 (centres undefined)	-6	5	2.9	-1	0.7	-2	3.9	6	3.0	12
CSc1nc2ccsc2c(=O)n1-c1ccccn1	14	1	0.1	4	-2.8	0	2.4	-14	0.8	0
Nc1cc(N2CCOCC2)c(Cl)cc1[N+](=O)[O-]	-6	-4	-1.5	-6	1.5	-1	4.1	6	5.8	-10
Cc1cc(Oc2ccc(=O)[nH]n2)nc(Cl)n1	/	6	0.8	0	-0.3	0	1.3	/	0.3	10
CCC(=O)Nc1nc(CC(=O)Nc2ccccc2)cs1	10	-11	-1.5	1	0.7	/	2.2	-10	-0.7	-1
COc1ccc(-c2sc3cc(OC)c(OC)cc3c2C#CCO)cc1	-49	-2	0.9	-2	-3.9	-2	1.5	49	-0.7	12
CN(Cc1ccccc1F)C(=O)c1sccc1-c1ccccc1	2	-1	-2.1	-1	1.3	1	1.0	-2	0.1	17
COc1ccccc1OCc1ccc(C(=O)N2CCN(C)CC2)o1	36	-12	-1.4	-4	0.3	0	3.9	-36	3.2	2
COc1cc(OC)c(-n2cc(-c3ccc(Cl)cc3)[nH]c2=O)cc1Cl	-26	-3	-0.7	-3	-2.0	/	3.1	26	1.6	-5
O=C(NN=C1CCCC1)c1sc2ccccc2c1Cl	-12	-7	-0.1	/	2.3	-2	1.9	12	3.3	2
c1ccc2c(c1)[nH]c1nc(SCCN3CCOCC3)nnc12	16	-12	-1.8	-4	-0.9	-1	2.2	-16	2.9	19
CN(c1ccc(C(=O)NCCSCc2ccco2)cc1)S(C)(=O)=O	-21	2	-1.4	-3	-0.5	-1	0.0	21	2.7	43
C/C(=N\Nc1cc(-c2ccccc2)nc(-c2ccc(Br)cc2)n1)c1cccc(N)c1	-48	-4	-3.0	/	0.5	/	2.4	48	-0.8	-7
CC(C)(C(=O)c1ccccc1)/[N+]([O-])=C/c1ccc(F)cc1	1	1	0.1	/	-0.9	/	3.0	-1	0.9	-2
O=C(C[C@@H]1C/C=C/CC[C@@H](Cc2ccc(F)cc2)C(=O)O[C@@H](c2ccccc2)CNC1=O)NCCO	-23	3	-1.8	2	-0.5	-3	1.3	23	0.6	-2
COc1ccccc1NC(=O)C(C/C=C(\C)Cl)C(C)=O (centres undefined)	29	1	-2.8	-2	2.9	/	-0.6	-29	2.2	-15
CCc1c(C)sc(NC(=O)CCc2ccc(OC)cc2)c1C(N)=O	-10	-4	/	-4	0.9	/	2.9	10	6.3	-4
CN1CCc2c(sc3nc(NN)n(Cc4ccccc4)c(=O)c23)C1	12	6	-0.3	/	0.5	-2	3.4	-12	0.7	/
Next section
SMILES	SR-BI uptake up	Tat export inh	CAL PDZ FP-1	CAL PDZ FP-2	Ecoli viability	Wnt act	phage Ecoli inh	SR-BI HDL uptake	AddAB inh	MITF act
O=C(c1cc2cc([N+](=O)[O-])ccc2oc1=O)n1cccn1	23	7	-0.1	-2	-0.2	1	0.4	-23	1.8	-8
CSc1ncc(Cl)c(C(=O)NCc2ccc3c(c2)OCO3)n1	7	-2	-0.4	-2	-1.2	/	1.4	-7	2.3	-3
Cn1nnc(NC(=S)NC(=O)Cc2ccccc2)n1	9	0	-0.9	5	1.5	1	3.8	-9	3.9	-8
CC(C)(C)NC(=S)NNC(=O)c1ccc2ncccc2c1	25	-4	-1.1	1	2.8	11	4.6	-25	1.1	73
CC1Cc2ccccc2N1C(=O)C12CCC(C)(C(=O)C1)C2(C)C (centres undefined)	12	3	0.0	9	0.5	-6	0.4	-12	2.5	/
O=c1c2ccccc2ncn1-c1ccc2c(c1)OCCO2	2	0	-1.4	-5	0.0	4	0.7	-2	0.6	42
Cc1ccccc1N=C(NOCc1ccc(Cl)cc1Cl)c1nonc1N	-41	6	-2.4	-9	-0.2	0	1.9	41	1.6	12
COc1ccccc1N1CCN(S(=O)(=O)CCNC(=O)c2cc(=O)c3ccccc3o2)CC1	-6	1	-0.3	-6	-0.9	-1	2.9	6	-1.3	-5
Cn1c(=O)n(C)c2cc(/C=N/N=C3/NC(=O)C(CC(=O)O)S3)ccc21 (centres undefined)	25	-3	-1.4	-3	0.4	0	5.3	-25	1.5	-5
CCNC(=S)N(Cc1ccco1)Cc1cc2cc(OCC)ccc2[nH]c1=O	-3	-2	-0.8	-1	4.8	1	3.0	3	3.0	-7
CCOCCCNC(=O)c1ccc(N(C)S(=O)(=O)c2ccc(OC)cc2)cc1	-12	-10	-0.9	/	-3.0	/	0.5	12	0.6	-3
CN(C)CCNC(=O)C(=O)NCC(c1ccc2c(c1)OCO2)N1CCN(c2ccc(F)cc2)CC1 (centres undefined)	-1	2	-0.2	-3	-1.1	0	1.4	1	0.9	2
COc1ccc(N(C(=O)c2ccco2)C(C(=O)NC2CCCC2)c2cccs2)cc1 (centres undefined)	-27	10	0.0	-5	0.7	1	4.0	27	1.8	0
CCOc1ccccc1Nc1ncnc2c1cnn2-c1ccccc1	-35	6	-0.8	/	-0.6	-5	1.8	35	0.9	5
O=C(c1ccc(F)cc1)c1cc2ccccc2o1	-10	1	-1.6	/	-0.6	65*	2.3	10	3.1	?
CN(C)CCCN(C(=O)c1sc2ccccc2c1Cl)c1nc2c(F)cccc2s1	9	0	-3.6	-2	1.4	-6	2.0	-9	2.9	5
COc1ccc(NC(=O)CCS(=O)(=O)c2cc3c(cc2Cl)NC(=O)CO3)cc1OC	-9	-1	-1.7	2	-0.8	0	2.5	9	2.0	0
CCS(=O)(=O)c1c([N+](=O)[O-])ncn1C	8	-15	-1.3	4	3.3	-5	7.8	-8	3.6	-7
CSc1nc(NS(=O)(=O)c2cc(C)c(Cl)cc2Cl)nn1C	2	5	-0.4	-1	0.3	0	0.0	-2	3.4	9
Cc1ccc(C(=O)O)cc1NC(=O)Nc1cccc2ccccc12	18	0	-1.9	-1	-0.2	0	1.6	-18	0.6	0
Cc1ccc(CNC(=O)C2CCC(=O)N(CCc3cccc(F)c3)C2)cc1 (centres undefined)	/	1	-1.1	-5	-0.8	-1	1.9	-17	3.7	3
COc1ccc2c(c1)S/C(=C\C(=O)c1ccncc1)N2C	-51	-10	0.7	-2	2.2	/	0.1	51	-1.9	59
CCCOc1ccc(C(=O)c2ccccc2C(=O)O)cc1OCCC	16	8	-1.5	-2	-0.8	1	2.5	-16	0.4	2
Cc1ccc(NC(=O)c2ccc(CSc3ncnc4nc[nH]c34)cc2)c(C)c1	-68	-10	-0.6	-5	0.5	/	-0.7	68	1.7	0
Cc1nc(NC(=O)c2ccc(Cl)cc2)sc1Cc1ccc2c(c1)OCO2	-3	1	-2.2	-1	1.3	2	3.4	3	1.3	-1
More compounds follow.
SMILES	SR-BI uptake up	Tat export inh	CAL PDZ FP-1	CAL PDZ FP-2	Ecoli viability	Wnt act	phage Ecoli inh	SR-BI HDL uptake	AddAB inh	MITF act
Cc1cc(/C=C(\C#N)C(=O)OCC#N)c(C)n1CC(C)C	-22	5	-0.8	0	1.1	1	2.0	22	4.0	15
Cn1nc(OCC(=O)O)cc1C(F)(F)F	6	1	-1.0	-4	-1.8	2	1.6	-6	-2.4	/
Fc1ccccc1N1CCN(Cc2cc(-c3ccccc3)on2)CC1	19	7	1.1	-2	0.8	1	2.3	-19	3.3	4
Cc1ccc(S(=O)(=O)NC(=O)c2cc(C)n(-c3ccccc3)c2C)cc1	13	14	-2.6	-6	0.1	-3	1.1	-13	1.9	2
CCc1ccccc1Nc1ncnc2ccccc12	22	-12	-6.0	3	-0.7	1	2.8	-22	1.0	1
NC(=O)C1CCN(C(=O)C2CCC(=O)N(Cc3ccc(Cl)cc3)C2)CC1 (centres undefined)	6	-2	-3.2	-1	1.2	1	1.4	-6	1.4	3
CCOC(=O)C1=C(C)OC(N)=C(C#N)C1c1c(C)nn(-c2ccccc2)c1Cl (centres undefined)	-8	4	-0.6	-2	-1.5	/	3.4	8	-1.2	-2
COc1ccccc1CNC(=O)CN1C(=O)NC2(CCC(C)CC2)C1=O (centres undefined)	17	4	0.4	4	3.7	0	2.2	-17	1.1	4
Cc1nn(-c2ccc(Cl)cc2)c(=O)c2ccccc12	-17	-4	-5.7	-3	3.5	?	3.5	17	-1.5	18
CCOC(=O)Cc1csc(NC(=O)CSc2nnc(C(C)C)n2C)n1	-3	0	-2.4	0	-0.2	/	3.4	3	-0.1	/
CC(C)(C)C(=O)Nc1ccc(N=Nc2ccccc2)cc1	-34	?	0.2	-3	-0.2	-8	2.5	34	3.5	-19
Cc1ccc(-c2nnc(Nc3ccc(CC(N)=O)cc3)c3ccccc23)cc1S(=O)(=O)NCC1CCCO1 (centres undefined)	/	0	-2.2	-7	0.4	-3	1.9	/	0.7	-2
CC1CCN(CC(CS(=O)(=O)c2ccc([N+](=O)[O-])cc2)N2CCC(C)CC2)CC1 (centres undefined)	12	-7	0.8	4	2.1	5	1.5	-12	1.0	-84
COc1ccc(NC(=O)Nc2ccc(Br)c(C)c2)cc1	2	10	0.3	/	1.4	3	4.1	-2	3.3	59
Cc1ccc(-n2ncc3c(SCC(=O)NNC(=O)C(C)C)ncnc32)cc1	-9	-1	/	-15	-3.2	16	2.3	9	-3.1	57
O=C(CCCn1c(=S)[nH]c2ccc(Br)cc2c1=O)NCc1ccccn1	-12	-5	-2.9	0	-1.1	-1	-1.6	12	-1.7	-9
CCOc1cc(/C=N/NC(=O)c2cccnc2)ccc1OCC(=O)N(C)C	9	0	-2.5	-6	0.3	-1	2.1	-9	-1.7	0

Screens as filed in PubChem BioAssay.
